PMI act satM6P = activators of human phosphomannose isomerase at near-saturating mannose 6-phosphate; coupled PMI enzyme assay, resazurin fluorescence, 20 min; stronger effect = higher value; 1 = untreated enzyme, 0 = substrate-free blank; 190,000 tested, 0.34% active; P34949; AID 1216; activation factor at 20 µM;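 active = activation factor of 2 or more at 20 µM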
Target sequence (P34949 whole entry, looked up): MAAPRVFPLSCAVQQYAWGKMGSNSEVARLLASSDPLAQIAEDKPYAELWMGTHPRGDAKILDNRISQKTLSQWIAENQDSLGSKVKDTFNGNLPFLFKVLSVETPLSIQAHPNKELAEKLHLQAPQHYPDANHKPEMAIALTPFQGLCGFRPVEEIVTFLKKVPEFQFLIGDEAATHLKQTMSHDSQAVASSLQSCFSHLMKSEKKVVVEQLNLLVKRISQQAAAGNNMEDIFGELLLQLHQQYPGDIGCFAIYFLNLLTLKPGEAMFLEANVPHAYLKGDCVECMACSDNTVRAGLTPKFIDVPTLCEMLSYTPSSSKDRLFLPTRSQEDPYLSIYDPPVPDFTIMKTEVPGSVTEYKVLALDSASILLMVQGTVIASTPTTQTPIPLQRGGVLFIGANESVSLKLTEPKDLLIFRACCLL
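Test system: Human PMI in coupled enzyme assay | Input: 15 ng/mL PMI | Medium: HEPES-buffered pH 7.4 with magnesium and detergent | Compound: One concentration, 20 µM, in 1% DMSO | Incubation: Enzyme reaction with compound 20 min at room temperature | Detection: Diaphorase-driven resazurin-to-resorufin fluorescence, excitation 544, emission 590 nm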
TNAP inh hi DEA = blocks human TNAP under high phosphate acceptor concentration. 200,000 tested, 0.03% active. inhibition, % at 20 µM. purified TNAP, CDP-star luminescence, 1 M DEA. AID 1135;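 active = over 50% inhibition of tissue-nonspecific alkaline phosphatase at 20 µM in the single-dose screen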;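 also: plate controls were DMSO wells for no effect and EDTA-quenched wells as full inhibition for full effect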
Target sequence (P05186 whole entry, looked up): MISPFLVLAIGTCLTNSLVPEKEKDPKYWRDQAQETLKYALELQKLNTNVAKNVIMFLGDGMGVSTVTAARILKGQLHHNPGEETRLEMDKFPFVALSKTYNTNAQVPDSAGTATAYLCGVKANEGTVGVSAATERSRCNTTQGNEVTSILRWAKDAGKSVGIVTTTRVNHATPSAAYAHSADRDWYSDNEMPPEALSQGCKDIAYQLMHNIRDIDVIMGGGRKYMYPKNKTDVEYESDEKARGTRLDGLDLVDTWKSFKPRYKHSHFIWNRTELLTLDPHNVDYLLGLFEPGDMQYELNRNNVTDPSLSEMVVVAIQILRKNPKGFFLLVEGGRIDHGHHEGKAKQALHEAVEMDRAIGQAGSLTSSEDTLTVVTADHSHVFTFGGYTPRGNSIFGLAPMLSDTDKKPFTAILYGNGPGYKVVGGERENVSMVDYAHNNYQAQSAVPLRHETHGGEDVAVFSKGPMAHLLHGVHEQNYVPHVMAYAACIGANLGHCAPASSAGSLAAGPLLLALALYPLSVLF
TNAP inh no acc = blocks human TNAP activity with no phosphate acceptor present; 200,000 tested, 0.26% active; P05186; purified TNAP, CDP-star luminescence, 30 min; inhibition, % at 20 µM; AID 1012;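 active = tissue-nonspecific alkaline phosphatase inhibition above about 50% at 20 µM in the single-dose screen, limit read from the data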;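 also: 0% = DMSO negative control and 100% = EDTA positive control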
TNAP act hiacc = TNAP (human) activation, high acceptor; P05186; purified TNAP, CDP-star luminescence, 1 M DEA, 30 min; stronger effect = higher value; 0 = EDTA background, 1 = DMSO-only activity; activation factor at 20 µM; 200,000 tested, under 10 active;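 active = activation factor at least 2 at 20 µM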
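Control set: EDTA negative control, DMSO positive control / Assay system: human TNAP / Quantity: TNAP 1/800 final / Evaluation: TNAP activation factor scaled between EDTA and DMSO control wells / Measured by: luminescent substrate turnover signal / Compound dosing: one dose, 20 µM / Times: 30 min enzyme reaction at room temperature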
FLuc inhib CS = inhibits firefly luciferase, flagging false hits in luciferase inhibition screens | ATPLite firefly luciferase biochemical luminescence, 10 min | 200,000 tested, 1.5% active | inhibition, % at 10 µM | P08659;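 active = inhibition above about 50% when tested at 10 µM, limit read from the data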
bIAP activator = increases bovine intestinal alkaline phosphatase activity | 200,000 tested, 0.17% active | activation factor at 20 µM | purified bovine IAP, CDP-star luminescence, 30 min; stronger effect = higher value; fold of DMSO-control signal, blank-subtracted;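 active = activation factor of 2 or more at 20 µM, a signal rise over negative controls twice the positive control's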
FLuc act counter = affects firefly luciferase, flagging false hits in luciferase stimulation screens. P08659. ATPlite luciferase biochemical, luminescence, 10 min; 0 = ATP-free wells, 1 = DMSO control. activation factor at 10 µM. 200,000 tested, under 10 active. AID 1027;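 active = luciferase activation factor, scaled between plate controls, of at least 2 with compound at 10 µM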
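Assay system – cell-free luciferase reagent · Medium – PBS-based ATP solution · Dosing – test compounds dosed from 2 mM stocks in 100% DMSO · Timing – 10 min, room temperature · Technique – light output (luminescence) · Measure – luminescence gain marking luciferase activators · Controls – No-ATP low control, compound-free enzyme-plus-ATP high control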
NF-kB expr up = NF-kB expression increase, human neuronal cells | NF-kB reporter expression; stronger effect = higher value | AID 1239 | 190,000 tested, 1.6% active | fold change at 12.5 µM; in the data active = fold change above about 3.3
APP 5'UTR act = APP 5'UTR luciferase reporter activation | SH-SY5Y APP 5'UTR luciferase reporter, luminescence; zero percent = DMSO vehicle wells | 190,000 tested, 1% active | activation, % at 2 µM;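 active = activation above a set limit, based on mean plus 3 SD of controls, cut at about 140% in these data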; also: values of inactives mirror those of a sister screen read the other way
PMI activator = phosphomannose isomerase (human) activation; purified human PMI, coupled resazurin fluorescence, 20 min; stronger effect = higher value; 1 = vehicle control, 0 substrate-free wells; activation factor at 20 µM; 190,000 tested, 0.005% active;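 active = activation factor of 2 or more at 20 µM, relative to plate controls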
* hit, by the source's call.

SMILES	PMI act satM6P	TNAP inh hi DEA	TNAP inh no acc	TNAP act hiacc	FLuc inhib CS	bIAP activator	FLuc act counter	NF-kB expr up	APP 5'UTR act	PMI activator
Cc1ccc(S(=O)(=O)N2CCCC(C(=O)N3CCC4(CC3)OCCO4)C2)cc1 (stereo not given)	1	-2	3	1	-6	0.9	1.1	0.9	-3	1
Cc1cccc(-n2c(O)c(/C=C/C=Nc3ccccc3)c(=O)[nH]c2=O)c1	1.2	9	-1	0.9	-7	1.2	1.1	1.2	-13	1.2
N#Cc1ccc(OCC(=O)N2CCN(Cc3ccc4c(c3)OCO4)CC2)cc1	1	2	-8	1	-1	0.9	1	1.2	-9	1
CCSc1nnc([C@@H](N)Cc2c[nH]c3ccccc23)o1	1.2	-6	1	1.1	-6	1	1.1	1.4	33	1.2
Cc1ccc(-c2nc3ccccc3c(=O)n2-c2cc(C)ccn2)cc1	0.9	-1	-7	1	16	0.9	0.8	1.4	15	0.9
Cc1ccc2c(c1)C1CN(C)CCC1N2C(=O)COc1ccc(S(=O)(=O)N2CCOCC2)cc1 (stereo not given)	1	-4	-12	1	-3	1	1	1.4	1	0.9
CCc1c(C)nc(N)nc1N1N=C1SC	1	-4	-9	1	1	1	1	1.7	-5	0.9
Cc1c(N=Cc2c(O)n(CCc3ccc(F)cc3)c(=O)[nH]c2=O)c(=O)n(-c2ccccc2)n1C	1	0	10	1	-3	1	1	0.93	14	0.9
C=C1N2CCC(CC2)C1(O)c1ccccc1C (stereo not given)	1	-8	-16	1.1	-3	0.9	1	1	-3	1
CC12CN3CCN(CC(C3)C1O)C2 (stereo not given)	1	-1	-5	1	-1	0.9	1	1.2	3	1
Cn1ccnc1P(=S)(c1nccn1C)N1CCOCC1	1	-7	-15	1.1	-9	1	1.1	1.2	10	1
CCOP(=O)(OCC)C(NC(=O)c1ccccc1)C(Cl)(Cl)Cl (stereo not given)	1	-3	-12	1	0	1	1	1.5	4	1.1
N/C(=N\[N+](=O)[O-])N1CCN(C(=O)c2ccccc2)CC1	1	-2	4	1	-4	1	1	1.3	5	1.2
CCC(=O)OC1(c2cccc(C)c2)CC(C)N(C)CC1C (stereo not given)	0.9	-2	-8	1	-3	1	1	0.98	12	0.9
COc1ccc(N2C(=O)CC(N3CC=C(c4ccccc4)CC3)C2=O)cc1 (stereo not given)	1.1	-4	-26	1	-7	0.9	1.1	0.92	9	1
CCN1CCN(c2nc3c(c(=O)[nH]2)CCCC3)CC1	1	-10	-10	1.1	-8	0.9	1.1	1.4	-9	1
CC1CCC(C(C)C)C(OC(=O)COC(=O)c2ccccc2N)C1 (stereo not given)	0.9	-3	0	1	-2	0.9	1	2.2	7	0.9
Cc1c(NP(=O)(C(C)(C)C)C(C)(C)C)c(=O)n(-c2ccccc2)n1C	1	-5	-2	1	-10	1.1	1.1	1.2	14	0.9
C=CC1CN2CCC1CC2[C@@H](OC(=O)c1ccc(OC)cc1)c1ccnc2ccccc12 (stereo not given in full)	1	-4	-7	1	-6	0.9	1.1	0.97	2	1.1
C[C@@H]1C2C[C@@]34COC(=O)C3=CC=C[C@H]4[C@@]13C[C@H](c1ccoc1)O[C@@H]3O2	1	-5	-5	1.1	-3	0.9	1	0.98	2	1
Cc1ccccc1NC1=NCC(C)S1 (stereo not given)	1	-5	5	1	-8	0.9	1.1	1.1	-6	1.1
COc1ccc(/C=C2\C(=O)NC(=S)N(C)C2=O)cc1C	2.5*	-5	-8	1	-5	1.1	1.1	0.98	5	1.7
CNC(=O)c1cccn(Cc2ccc(C(F)(F)F)cc2)c1=O	1	-3	-16	1	-3	0.9	1	2.2	-5	1
O=c1[nH]c2ccccc2c(=O)n1-c1ccc(Cl)cc1Cl	0.9	-1	-6	1	-3	0.9	1	1.4	-3	1
[N-]=[N+]=NCc1cn2cccnc2n1	1.1	-2	3	1	-1	1	1	1	-4	0.7

17 entries already listed, sorted by formula weight, low to high:
SMILES	PMI act satM6P	TNAP inh hi DEA	TNAP inh no acc	TNAP act hiacc	FLuc inhib CS	bIAP activator	FLuc act counter	NF-kB expr up	APP 5'UTR act	PMI activator
[N-]=[N+]=NCc1cn2cccnc2n1	1.1	-2	3	1	-1	1	1	1	-4	0.7
CC12CN3CCN(CC(C3)C1O)C2 (stereo not given)	1	-1	-5	1	-1	0.9	1	1.2	3	1
C=C1N2CCC(CC2)C1(O)c1ccccc1C (stereo not given)	1	-8	-16	1.1	-3	0.9	1	1	-3	1
CCN1CCN(c2nc3c(c(=O)[nH]2)CCCC3)CC1	1	-10	-10	1.1	-8	0.9	1.1	1.4	-9	1
N/C(=N\[N+](=O)[O-])N1CCN(C(=O)c2ccccc2)CC1	1	-2	4	1	-4	1	1	1.3	5	1.2
CCSc1nnc([C@@H](N)Cc2c[nH]c3ccccc23)o1	1.2	-6	1	1.1	-6	1	1.1	1.4	33	1.2
CCC(=O)OC1(c2cccc(C)c2)CC(C)N(C)CC1C (stereo not given)	0.9	-2	-8	1	-3	1	1	0.98	12	0.9
COc1ccc(/C=C2\C(=O)NC(=S)N(C)C2=O)cc1C	2.5*	-5	-8	1	-5	1.1	1.1	0.98	5	1.7
Cn1ccnc1P(=S)(c1nccn1C)N1CCOCC1	1	-7	-15	1.1	-9	1	1.1	1.2	10	1
Cc1ccc(-c2nc3ccccc3c(=O)n2-c2cc(C)ccn2)cc1	0.9	-1	-7	1	16	0.9	0.8	1.4	15	0.9
CC1CCC(C(C)C)C(OC(=O)COC(=O)c2ccccc2N)C1 (stereo not given)	0.9	-3	0	1	-2	0.9	1	2.2	7	0.9
Cc1cccc(-n2c(O)c(/C=C/C=Nc3ccccc3)c(=O)[nH]c2=O)c1	1.2	9	-1	0.9	-7	1.2	1.1	1.2	-13	1.2
Cc1c(NP(=O)(C(C)(C)C)C(C)(C)C)c(=O)n(-c2ccccc2)n1C	1	-5	-2	1	-10	1.1	1.1	1.2	14	0.9
N#Cc1ccc(OCC(=O)N2CCN(Cc3ccc4c(c3)OCO4)CC2)cc1	1	2	-8	1	-1	0.9	1	1.2	-9	1
Cc1ccc(S(=O)(=O)N2CCCC(C(=O)N3CCC4(CC3)OCCO4)C2)cc1 (stereo not given)	1	-2	3	1	-6	0.9	1.1	0.9	-3	1
C=CC1CN2CCC1CC2[C@@H](OC(=O)c1ccc(OC)cc1)c1ccnc2ccccc12 (stereo not given in full)	1	-4	-7	1	-6	0.9	1.1	0.97	2	1.1
Cc1c(N=Cc2c(O)n(CCc3ccc(F)cc3)c(=O)[nH]c2=O)c(=O)n(-c2ccccc2)n1C	1	0	10	1	-3	1	1	0.93	14	0.9

(listing goes on)
SMILES	PMI act satM6P	TNAP inh hi DEA	TNAP inh no acc	TNAP act hiacc	FLuc inhib CS	bIAP activator	FLuc act counter	NF-kB expr up	APP 5'UTR act	PMI activator
Cc1ccc2nc(N3CCN(C)CC3)[nH]c2c1	1	-2	-14	1	4	0.9	1	1.9	15	0.9
CC(C)(C)NC(=O)NC(=O)CN1CC=C(c2ccccc2)CC1	0.9	-4	-6	1	-4	1	1	1	21	0.9
O=C(O)C1CSC(c2cccnc2)N1 (stereo not given)	1	-6	-13	1.1	-4	1	1	0.94	-1	1
CCCNc1nc(OC)nc(N2CC3CC(C2)c2cccc(=O)n2C3)n1 (stereo not given)	1.1	-3	-13	1	-4	1	1	1.2	-3	1.1
COc1cc2c(C(=O)N3CCN(C)CC3)c(C)n(C)c2cc1Br	0.9	-6	-14	1.1	-6	1	1.1	1.2	-5	0.9
CC(C)C12CN3CCN(CC(C3)C1O)C2 (stereo not given)	1	-3	-10	1	-9	0.9	1.1	1.2	4	1
CN1C(=O)N(C)C(=O)C2(Cc3ccccc3N3CCOCC32)C1=O (stereo not given)	0.9	-4	-12	1	0	0.9	1	1.1	-4	0.9
CN1CCN(c2ccc([N+](=O)[O-])cc2Cl)CC1	0.9	-4	-8	1	-5	1	1.1	1.1	20	1
Cc1ccc(S(=O)(=O)N(c2cc(Cl)c(O)c(Cl)c2)P(=O)(OC(C)C)OC(C)C)cc1	1.1	-4	-6	1	-4	1	1	0.98	11	1.1
CC12CN3CC(C)(CN(C1)C3c1ccncc1)C2=O (stereo not given)	1.1	-3	1	1	-1	0.9	1	1.7	-1	1.1
O=c1[nH]c(=O)n(CCC2=CCCCC2)c(O)c1/C=N/Nc1ccccc1	1.3	8	-2	0.9	0	0.9	1	1.4	0	1.1
CC1CCN(C(=O)C(C)Cl)CC1 (stereo not given)	1.2	3	-6	1	-4	1	1	1.1	8	1.2
CN1c2ccc([N+](=O)[O-])cc2CC2(C(=O)NC(=O)N(c3ccc(Br)cc3)C2=O)C1c1ccccc1 (stereo not given)	0.9	15	16	0.8	-3	0.9	1	0.74	6	0.8
COc1cccc(-n2c(=S)[nH]c3ccccc3c2=O)c1	0.9	-9	-8	1.1	-10	1	1.1	0.94	5	1
COc1ccccc1/C=C1/C(=N/O)C2CCN1CC2	1.1	-6	-11	1.1	-4	1	1	1.1	-4	1
O=c1[nH]c(=O)n(Cc2ccccc2Cl)c(O)c1/C=C1/C=CC=N1	1	0	-1	1	-12	1.1	1.1	1.7	-45	1
CCOc1ccccc1OCC(=O)Nc1ccc(Cl)cc1C(=O)c1ccccc1	0.9	3	-11	1	-6	0.9	1.1	1.1	-4	0.9
CC(=O)N1N=C2C3CCN(CC3)C2C1c1ccc(F)cc1 (stereo not given)	0.9	-3	-5	1	-1	1	1	0.93	2	0.9
O=C(N/N=C/c1c(O)n(-c2ccccc2)c(=O)[nH]c1=O)c1ccncc1	1	1	21	1	-2	0.9	1	1.1	-12	1
CCCCOC(=O)COc1cc(C)cc2oc(=O)c3c(c12)CCC3	0.8	-5	-4	1.1	-6	0.9	1.1	1.3	-18	0.9
Clc1ccc(OCC#CCN2CCCC2)cc1	1	-3	-7	1	-3	0.9	1	1.3	12	0.9
Cc1nn(Cc2ccccc2Cl)c(C)c1C(=O)NC1CCCc2ccccc21 (stereo not given)	0.9	-1	-4	1	-4	1.3	1	0.95	-23	0.9
CNP(=S)(NC)OCCOc1ccc(OC)cc1	1	-5	-10	1.1	-5	0.9	1	1	1	1
O=C(CCCOc1ccc(Cl)cc1Cl)N1CCC2(CC1)OCCO2	0.9	-6	-12	1.1	-4	0.9	1	1.1	18	0.9
CCOC(=O)c1c(C)n(Cc2ccc3c(c2)OCO3)c2ccc(O)cc12	0.8	-6	-6	1.1	-7	0.9	1.1	1.4	-8	0.8

Assay outcomes from PubChem.

These rows are one share of the data; the hit share may differ from the screen's.
